Rab9 prom act: activates the Rab9 promoter | Huh7 Rab9 promoter-luciferase reporter, luminescence, 24 h | Potency, µM (doses to about 9.22 µM), without a hit: at the top dose activation, negative = inhibition, usual class: activators | 320,000 compounds, 2.8% hits; also: % of control where 0% means no effect; nearly all actives have a fitted effect of over 60% in size
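Using Huh7 cells stably transfected with Rab9 promoter–luciferase, compounds were incubated 24 h at 37 °C, 5% CO2; luciferase luminescence was read 10 min after reagent addition.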
VP16 counter: inhibits Gal4-VP16 luciferase reporter, ROR gamma counter-screen | Drosophila S2 Gal4-VP16 UAS-luciferase, luminescence, 20 h | Potency, µM (highest dose often 53.6 µM), for inactives: at the top dose activity, negative = inhibition, most hits filed as inhibitors | 310,000 compounds, 3.5% hits | AID 2546;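 also: Gal4-VP16 expression switched on by copper sulfate through the metallothionein promoter; % is scaled to controls: 0 for no effect and ±100 for the full control effect; nearly all actives have a fitted effect of over 50% in size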
ELG1 genotoxic: induces genotoxicity in HEK293T cells with luciferase-tagged ELG1; AID 504466; HEK293T ELG1-luciferase reporter, luminescence, 16 h; 330,000 compounds, 1.3% hits; Potency, µM (top dose mostly 46 µM), without a hit: top-dose activity change, positive = activation, actives largely listed as activators; also: % of control where 0% means no effect; nearly all actives have a fitted effect of over 60% in size
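Reporter readout depends on ELG1 protein level, which increases with genetic stress. After 16 hr compound exposure at 37 °C, luciferase activity was quantified using ONE-Glo.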
p53 reactivation: re-activators of mutant p53. Potency, µM (top dose mostly 92.2 µM), without a hit: at the highest dose activity change, positive = activation, most hits filed as activators. 320,000 compounds, 0.063% hits. H1299 p53-A138V BP100-luciferase reporter, luminescence, 24 h; also: % of control where 0% means no effect; nearly all actives have a fitted effect of over 45% in size
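p53-null H1299 cells stably carrying temperature-sensitive p53-A138V and a BP100-luciferase reporter were pinned with compounds (4-point, 1:5 series) and held 24 hrs at 37 deg C. Luminescence was read 10 min after detection reagent.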
NPC1 promoter act: activators of NPC1 promoter. Huh7 NPC1 promoter luciferase reporter, 24 h. Potency, µM (doses to about 9.22 µM), inactives show at the highest dose activation, usual class: activators. 320,000 compounds, 2.4% hits. AID 485313;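 also: % of control where 0% means no effect; nearly all actives have a fitted effect of over 60% in size; reporter is driven by a mutant NPC1 promoter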
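Luminescence read-out of NPC1 promoter-driven luciferase in stably transfected Huh7 cells; compounds delivered in DMSO and left 24 h at 37C, 5% CO2, qHTS titration format.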
MBNL1-CUG inh: blocks human MBNL1 binding to CUG repeat RNA | Q9NR56 | 280,000 compounds, 0.036% hits | TR-FRET MBNL1-His/biotin-(CUG)12 binding, 665/545 ratio | AID 2675 | Potency, µM (highest dose often 57.5 µM), for inactives: at the top dose activity change, negative = inhibition, hits mostly inhibitors; active = well fitted inhibition curve with a large enough effect in the signal ratio, with a control signal flat, not every such curve was filed as active; inconclusive = small, poorly fitted or top-dose-only effect, or effect the other way, or a change in a side signal; inactive = no such curve, though single readings can be large or run the other way; the % refers to the signal ratio; also: % is scaled to controls: 0 for no effect and ±100 for the full control effect
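Inhibition of protein-RNA binding appears as loss of TR-FRET between terbium anti-His antibody on MBNL1-His and streptavidin-XL665 on biotin-(CUG)12. Activity is normalized to buffer-only and uninhibited-complex controls.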
RORgamma inh: ROR gamma (mouse) transcription inhibition; P51450; Drosophila S2 Gal4-RORgamma UAS-luciferase reporter, 20 h; Potency, µM (doses to about 53.6 µM), for the others: at the top dose activity change, negative = inhibition, most hits filed as inhibitors; 310,000 compounds, 5.4% hits; also: % is scaled to controls: 0 for no effect and ±100 for the full control effect; nearly all actives have a fitted effect of over 60% in size
Target sequence (P51450 whole entry, looked up, the tested form may be a part): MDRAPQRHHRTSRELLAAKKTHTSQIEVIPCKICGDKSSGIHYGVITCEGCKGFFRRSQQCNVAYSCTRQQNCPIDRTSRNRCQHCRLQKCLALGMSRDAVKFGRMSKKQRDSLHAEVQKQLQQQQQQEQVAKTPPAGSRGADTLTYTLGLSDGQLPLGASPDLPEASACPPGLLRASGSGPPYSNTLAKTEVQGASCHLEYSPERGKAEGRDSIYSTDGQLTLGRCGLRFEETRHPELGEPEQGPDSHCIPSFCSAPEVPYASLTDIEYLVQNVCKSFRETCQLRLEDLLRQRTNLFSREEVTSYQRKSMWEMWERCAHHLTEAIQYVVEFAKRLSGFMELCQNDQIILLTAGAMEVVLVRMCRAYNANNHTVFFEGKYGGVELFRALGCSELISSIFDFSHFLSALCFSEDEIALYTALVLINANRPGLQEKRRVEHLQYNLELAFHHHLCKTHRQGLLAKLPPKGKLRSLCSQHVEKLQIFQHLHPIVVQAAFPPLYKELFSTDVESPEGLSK
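Luminescence from a UAS-regulated Photinus luciferase reporter in stably transfected Drosophila Schneider cells is measured; decreased signal marks ROR gamma inhibition. Fusion expression is induced by 700 uM copper sulfate for 20 hr.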
BRCA1 expr act: increases BRCA1 expression; MCF7-BRCA1-FFLuc reporter, luminescence, 48 h; response scale: scaled: vehicle 0%, 10 µM genistein 100%; 380,000 compounds, 1.1% hits; Potency, µM (top dose mostly 46.1 µM), without a hit: at the highest dose activation, actives largely listed as activators; also: nearly all actives have a fitted effect of over 80% in size; some results filed as inactive show a strong effect at the top dose
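Luminescence from a BRCA1-driven firefly luciferase in MCF7 cells was read after 48 h compound exposure at 37 C. Data normalized against DMSO and a 10microM genistein activation control, then curve-fitted across the titration.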
uPA surface inh: cell surface uPA generation inhibition; cell surface uPA generation assay, qHTS; Potency, µM (titrated, usually from 38.3 µM), inactives show top-dose activity change, negative = inhibition, actives largely listed as inhibitors; 330,000 compounds, 0.31% hits; active = well fitted inhibition curve with a large enough effect; inconclusive = small, poorly fitted or top-dose-only effect; inactive = no such curve, though single readings can be large or run the other way; tested in mouse RAW 264.7 cells; also: % is scaled to controls: 0 for no effect and ±100 for the full control effect; nearly all actives have a fitted effect of over 55% in size
FLuc modulator: inhibits or activates purified firefly luciferase, miR-21 counter-screen. P08659. purified FLuc, Km substrates, luminescence inhibition. Potency, µM (top dose mostly 57.5 µM), for inactives: top-dose activity change, negative = inhibition, usual class: inhibitors. 360,000 compounds, 6.9% hits. AID 588342;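 also: plate controls were vehicle for no effect and reference inhibitor for full effect; nearly all actives have a fitted effect of over 55% in size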
Target sequence (P08659 whole entry, looked up): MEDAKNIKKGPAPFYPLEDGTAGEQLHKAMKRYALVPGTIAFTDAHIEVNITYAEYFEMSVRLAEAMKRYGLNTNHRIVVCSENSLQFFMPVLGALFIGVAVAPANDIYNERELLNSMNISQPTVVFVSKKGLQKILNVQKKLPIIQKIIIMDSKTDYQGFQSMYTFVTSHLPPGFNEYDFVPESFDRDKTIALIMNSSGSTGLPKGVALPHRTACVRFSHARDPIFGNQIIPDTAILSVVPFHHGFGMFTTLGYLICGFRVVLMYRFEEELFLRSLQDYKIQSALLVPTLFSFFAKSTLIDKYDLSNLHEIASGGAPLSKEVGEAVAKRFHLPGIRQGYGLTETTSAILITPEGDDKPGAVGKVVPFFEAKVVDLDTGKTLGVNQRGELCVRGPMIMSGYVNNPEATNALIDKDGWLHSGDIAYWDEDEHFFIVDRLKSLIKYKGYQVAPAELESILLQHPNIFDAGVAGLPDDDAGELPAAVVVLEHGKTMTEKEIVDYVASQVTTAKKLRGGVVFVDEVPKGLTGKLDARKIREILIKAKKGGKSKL
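Biochemical qHTS of compounds, final roughly 60 µM downward over six points, against 10 nM purified firefly luciferase using Km concentrations of substrates (10 uM D-luciferin, 10 uM ATP) in Tris acetate pH 7.5 buffer; luminescence output.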
Starred values were filed as active, the others as inactive; ? = inconclusive; nt = not tested or not shown; & = joins results of further samples; [ ] = remark or other dose. Unless noted, calls follow the shape of the dose curve; as a rule, active = well fitted curve in the direction sought with a large enough effect; inconclusive = small, poorly fitted or top-dose-only effect, or another doubt; inactive = no such curve, though single readings can be large; an effect the other way counts as inactive or inconclusive. Potency is read from the fitted curve at half-maximal effect.

SMILES	Rab9 prom act	VP16 counter	ELG1 genotoxic	p53 reactivation	NPC1 promoter act	MBNL1-CUG inh	RORgamma inh	BRCA1 expr act	uPA surface inh	FLuc modulator
COc1cc(C(=O)OCC(=O)NC(C)CCc2ccccc2)cc(OC)c1OC (stereo not drawn)	-4%	4%	-3%	-2%	-2%	-5%	5%	-27%	-1%	0%
O=C(Nc1ccccc1F)c1ccc(-c2cccc([N+](=O)[O-])c2)o1	?	?	?	21%	?	14%	-19%	?	4%	13µM*
Cc1ccc(-c2ocnc2C(=O)Nc2ccccc2C(=O)N2CCCC2)cc1	3%	-6%	-14%	7%	-1%	19%	-9%	-22%	0%	-16%
CCc1ccc(NC(=O)C(C)OC(=O)C2CCN(c3ccc(C(F)(F)F)cn3)CC2)cc1 (stereo not drawn)	1%	nt	-1%	-7%	1%	nt	nt	0%	1%	-1%
CCCNC(=O)Cc1c(O)c2ccccc2[nH]c1=O	1%	4%	-2%	-4%	-1%	1%	4%	-12%	-2%	0%
O=C(NC1CCCCCC1)C1CCN(S(=O)(=O)c2cccc3cccnc23)CC1	1%	6%	-3%	5%	2%	-21%	65%	5%	3%	3%
COCCNC(=O)c1cc(S(=O)(=O)N(C)c2ccccc2OC)ccc1C	-2%	5%	-5%	-1%	-5%	0%	5%	0%	-3%	0%
CC(C)(C)NC(=O)CC1C[C@H](C(=O)N2CCCCC2)[C@@]2(CCc3ccccc3)c3[nH]c4ccccc4c3CCN2C1=O (stereo partly drawn)	nt	nt	2%	7%	nt	nt	nt	-1%	3%	nt
CN1CCN(S(=O)(=O)c2ccc(NC(=O)c3cccc(F)c3)cc2)CC1	8%	-17%	3%	23%	-1%	-9%	1%	3%	-6%	-2%
CCCNC(=O)c1ccc(N(Cc2ccccc2)S(C)(=O)=O)cc1	-1%	6%	-1%	-5%	2%	1%	8%	1%	nt	8%
CCCC[C@]12Cc3cc(OC)c(OC)cc3C(O1)C1=C(O2)C(=O)c2ccccc2C1=O	-2%[1.84 µM]	1%[10 µM]	nt	nt	3%[1.84 µM]	23%[11.5 µM]	-19%[10 µM]	nt	nt	-8%[11.5 µM]
Cc1nc2ccc(NC(=O)c3ccc(C)c(S(=O)(=O)N4CCOCC4)c3)cc2s1	0%	nt	-6%	0%	9%	nt	nt	6%	-4%	?
Cc1ccc(NC(=O)c2ccccc2)cc1	2.2µM*	?	?	?	2µM*	8%	13%	3.5µM*	-4%	6µM*
O=S(=O)(c1ccccc1)N(CC(O)CN1CCOCC1)c1ccccc1 (stereo not drawn)	-2%	-7%	3%	-3%	-3%	4%	-1%	10%	1%	3%
CCc1noc(C)c1C(=O)N1CCCSC1=Nc1ccccc1	-3%	nt	-3%	1%	-1%	nt	nt	2%	-4%	4%
CC(=O)Nc1ccc(C2Nc3cc(C)c(C)cc3NC3=C2C(=O)CC(C)(C)C3)cc1 (stereo not drawn)	17%	1%	8%	nt	-4%	?	13%	-2%	8%	1%
Cn1nc(C(=O)NCc2ccc(F)cc2)cc1C(=O)NCc1ccc(F)cc1	-7%	nt	0%	-6%	-2%	nt	nt	-30%	-2%	3%
O=C(CSc1nnc(-c2cccc(S(=O)(=O)N3CCCC3)c2)n1-c1ccccc1)Nc1ccc(C(=O)O)cc1	5%	0%	0%	-1%	-3%	-17%	4%	-18%	-1%	-13%&-1%
COc1ccc(C(=O)NCCCSc2ccccc2)cc1F	0%	-16%	2%	4%	2%	-9%	26%	-8%	0%	-1%
Cn1nc(OCC(=O)O)cc1C(F)(F)F	2%	-3%	3%	4%	1%	0%	11%	2%	1%	6%
O=[N+]([O-])c1cc(Cl)ccc1Nc1ccccc1	3%	3%	0%	-73%[inhibitor]	1%	?	18%	-2%	-9%	-1%
CCCCNC(=S)N(C)/N=C/c1ccccc1C(=O)O	0%	-2%	4%	0%	-4%	7%	-14%	1%	3%	10%
CCOP(=O)(O)c1cccc(OCCOCCOc2cccc(P(=O)(O)OCC)c2)c1	3%	-4%	-6%	-4%	-6%	-12%	9%	-10%	9%	-4%
Cc1cccc(C(=O)N[C@H](C(=O)NCCc2ccc(S(N)(=O)=O)cc2)C(C)C)c1	-1%	-2%	2%	3%	-3%	-8%	0%	-33%	3%	3%

An excerpt from above with just MBNL1-CUG inh and VP16 counter.
smiles	MBNL1-CUG inh	VP16 counter
O=[N+]([O-])c1cc(Cl)ccc1Nc1ccccc1	?	3%
O=S(=O)(c1ccccc1)N(CC(O)CN1CCOCC1)c1ccccc1 (stereo not drawn)	4%	-7%

The list continues:
SMILES	Rab9 prom act	VP16 counter	ELG1 genotoxic	p53 reactivation	NPC1 promoter act	MBNL1-CUG inh	RORgamma inh	BRCA1 expr act	uPA surface inh	FLuc modulator
COc1ccc(C(=O)Nc2ccc(-c3nnn(CC(=O)N4CCN(C(=O)c5ccco5)CC4)n3)cc2)cc1	1%	2%	-7%	5%	2%	3%	-16%	29%	-10%	13µM*
O=C(O)CCC(=O)N1N=C(c2cccs2)CC1c1cn(-c2ccccc2)nc1-c1ccccc1 (stereo not drawn)	9%	-12%	-5%	-3%	9%	22%	28%	-31%	2%	?
Cc1[nH]c2ccccc2c1-c1nc2ccccc2[nH]c1=O	14%	10%	12%	14%	2%	?	6%	36%	-6%	?
COc1ccccc1N(C)S(=O)(=O)c1ccc(C)c(C(=O)Nc2nccs2)c1	-6%	nt	-10%	-2%	0%	nt	nt	-23%	14%	0%
C=CCn1c(COc2cccc(C)c2)nnc1SC(C)C(=O)NC1CC1 (stereo not drawn)	-5%	nt	-2%	-13%	-2%	nt	nt	-15%	7%	1%
CCOc1ccc(CN2CCN(Cc3cccn3-c3cccnc3)CC2CCO)cc1 (stereo not drawn)	-4%	5%	-1%	-5%	-4%	-8%	21%	-6%	6%	2%
O=C(N/N=C/c1ccccn1)c1cccs1	7%	?	?	?	5%	?	7.1µM*	-12%	?	19µM*
Cc1ccc(Nc2nc3c(c(=O)[nH]c(=O)n3C)n2Cc2ccc(F)cc2)cc1	-1%	-25%	12%	9%	0%	?	?	19%	9%	-14%
COc1ccc(N=C2NN=C(c3c(C)[nH]c4ccccc34)CS2)cc1	-1%	3%	-6%	8%	1%	2%	37%	-14%	-13%	?
O=C(NN1C(=O)/C(=C/C=C/c2ccco2)SC1=S)c1ccccc1O	-3%	3%	2%	2%	2%	14%	-2%	0%	3%	19µM*
CCN(C(=O)CSc1n[nH]c(-c2ccccc2)n1)c1c(N)n(Cc2ccccc2)c(=O)[nH]c1=O	-1%	nt	-3%	-4%	-1%	nt	nt	0%	17%	-11%
Cc1ccc(OCC(O)Cn2c3ccccc3c3ccccc32)cc1 (stereo not drawn)	-5%	-22%	-2%	0%	-5%	-9%	11%	-79%	-7%	-2%
COc1ccc(CCN2C(=O)C3C4CC(C5C(C(N)=O)=NOC45)C3C2=O)cc1OC (stereo not drawn)	-3%	8%	-6%	-2%	0%	-2%	-1%	6%	4%	0%
O=C(CCCn1nnnc1CN1CCOCC1)N1CCC(c2ccc(F)cc2)C1 (stereo not drawn)	-4%	-6%	8%	-6%	-1%	-8%	-6%	-18%	-40%	6%
COc1ccc(CC2(CO)CCN(S(=O)(=O)c3c(C)nn(C)c3Cl)CC2)cc1	-3%	-2%	-3%	-3%	-8%	-4%	44%	-11%	-4%	-1%
COc1ccc2ccccc2c1/C=N/NC(=O)c1cc(C)[nH]n1	9%	-1%	0%	-1%	-5%	?	-11%	-9%	-18%	?
COc1ccc(S(=O)(=O)N2CCCC2CNC(=O)C(=O)Nc2cccc(F)c2)cc1 (stereo not drawn)	-5%	nt	-3%	6%	-1%	nt	nt	-28%	1%	3%
CCOC(=O)c1c(CSc2ccccc2)n(C)c2cc(Br)c(O)c(CN(C)C)c12	-14%	-5%	-14%	7%	-12%	nt	2%	-36%	-5%	-3%
CN1c2ccsc2C(O)=C(C(=S)Nc2ccc(F)c(Cl)c2)S1(=O)=O	3%	?	-10%	8%	-3%	4%	?	-32%	0%	?
COCCN(C(=O)CSc1nnc(-c2ccc(C)c(C)c2)o1)c1c(N)n(CC(C)C)c(=O)[nH]c1=O	-6%	nt	7%	0%	-2%	nt	nt	-7%	-4%	?
O=C(NCc1ccc(F)cc1)C1CCCN1C(=O)Nc1ccc(Cl)cc1 (stereo not drawn)	2%	-8%	-6%	-6%	1%	-3%	20%	-12%	-13%	0%
CCn1cc(CN2CCC(C(=O)Nc3cccc(-c4cccc(OC)c4)c3)CC2)cn1	12%	2%	0%	?	-1%	-5%	-12%	-3%	2%	5%
CN(C)CC1CCCCC1OC(=O)c1ccc(Cl)cc1 (stereo not drawn)	0%	11%	-8%	-22%	0%	-5%	-42%	-8%	0%	4%
COc1ccc(CCNC(=O)[C@@H](NC(=O)c2ccccc2F)C(C)C)cc1OC	-5%	2%	-5%	0%	0%	-2%	-1%	0%	0%	-1%
CCOC(=O)c1sc2nc(C)nc(N3CCN(S(=O)(=O)c4ccccc4)CC3)c2c1C	nt	nt	-5%	-1%	nt	nt	nt	0%	1%	nt
O=C(COC(=O)CCCSc1nc2ccccc2[nH]1)Nc1cccc(F)c1	-3%	-3%	1%	-23%	-2%	-25%	44%	-8%	8%	13µM*
O=C(Nc1ccc2c(c1)C(=O)NC2=O)c1ccc(Cl)s1	2%	6%	4%	2%	-4%	9%	-11%	9%	11%	-1%

Source: PubChem BioAssay
